# FUS yeast rescue: rescues growth of FUS-expressing yeast. S. cerevisiae FUS-expressing, growth rescue, OD600, 24 h. Potency, µM (series often up to 76.6 µM), for the others: at the highest dose growth rescue (activation), most hits filed as activators. 390,000 compounds, 0.24% hits;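 note: potency is the fitted concentration of half-maximal effect; plate controls were DMSO vehicle for no effect and reference control for full effect; nearly all actives have a fitted effect of over 55% in size; some results filed as inactive show a strong effect at the top dose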
#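 Steps: raffinose overnight preculture; dilution to OD 0.005 in 2% galactose minimal medium; compound addition (concentration series); 24hr at 30C, 99% humidity; absorbance read at 600 nm.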
# PLK1 PBD block: blocks phosphopeptide binding to human PLK1 polo-box domain | P53350 | Plk1 PBD binding of FITC phosphopeptide, fluorescence polarization | Potency, µM, without a hit: max response, negative = inhibition, actives largely listed as inhibitors | 360,000 compounds, 2.8% hits | AID 720504; note: potency is the fitted concentration of half-maximal effect; series mostly up to about 57 µM; % is set by controls: 0 for no effect and ±100 for the full control effect; nearly all actives have a fitted effect of over 65% in size
# IL-2 act: activates IL-2 in a cell-based reporter assay; IL-2 activation reporter assay, cell-based qHTS; stimulated with anti-CD3/CD4/CD28 beads; in transgenic mouse T cells; activation, % (series mostly up to about 46 µM); 360,000 compounds, 0.065% hits; AID 652025; in the data active = activation above about 50%; inconclusive = mostly about 30% to 49%; note: 0% is about no effect
#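 Readout is EGFP and DsRed signal by fluorescent plate cytometry after 18 h at 37 degrees C. Transgenic mouse T cells (750/well) received compound for 60 min before bead stimulation (anti-CD3, anti-CD4, anti-CD28); memory T cells served as non-tolerant control.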
# EPAC1 antagonist: blocks human EPAC1 exchange factor. Potency, µM (series often up to 115 µM), inactives show top-dose activity change, negative = inhibition, actives largely listed as inhibitors. O95398. EPAC1 GEF assay, Rap1b-BODIPY-GDP exchange fluorescence. 360,000 compounds, 0.14% hits;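 note: potency is the fitted concentration of half-maximal effect; plate controls were vehicle for no effect and positive control for full effect; nearly all actives have a fitted effect of over 50% in size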
# Abeta yeast res: restores growth of yeast expressing A-beta42 peptide | yeast expressing A-beta42, growth rescue, OD600, 48 h; response scale: 0% DMSO, 100% iron-clioquinol control | Potency, µM (doses to about 46.1 µM), without a hit: at the highest dose growth rescue, usual class: activators | 410,000 compounds, 0.063% hits | AID 1347071; note: potency is the fitted concentration of half-maximal effect; nearly all actives have a fitted effect of over 55% in size
#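 Yeast growth medium received pinned compounds, then yeast cells expressing toxic A-beta were added; plates incubated at 30 C for 48 hr. Growth read as absorbance at 600 nm, normalized to DMSO and equimolar FeCl3 plus clioquinol controls.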
# WRN helicase inh: inhibitors of human WRN helicase | 360,000 compounds, 0.46% hits | Q14191 | WRN helicase unwinding, fluorescent forked duplex, kinetic | AID 651768 | Potency, µM (titrated, usually from 114 µM), for inactives: at the highest dose activity change, negative = inhibition, most hits filed as inhibitors; note: potency is the fitted concentration of half-maximal effect; % is set by controls: 0 for no effect and ±100 for the full control effect; nearly all actives have a fitted effect of over 55% in size
# Target sequence (Q14191 whole entry, looked up): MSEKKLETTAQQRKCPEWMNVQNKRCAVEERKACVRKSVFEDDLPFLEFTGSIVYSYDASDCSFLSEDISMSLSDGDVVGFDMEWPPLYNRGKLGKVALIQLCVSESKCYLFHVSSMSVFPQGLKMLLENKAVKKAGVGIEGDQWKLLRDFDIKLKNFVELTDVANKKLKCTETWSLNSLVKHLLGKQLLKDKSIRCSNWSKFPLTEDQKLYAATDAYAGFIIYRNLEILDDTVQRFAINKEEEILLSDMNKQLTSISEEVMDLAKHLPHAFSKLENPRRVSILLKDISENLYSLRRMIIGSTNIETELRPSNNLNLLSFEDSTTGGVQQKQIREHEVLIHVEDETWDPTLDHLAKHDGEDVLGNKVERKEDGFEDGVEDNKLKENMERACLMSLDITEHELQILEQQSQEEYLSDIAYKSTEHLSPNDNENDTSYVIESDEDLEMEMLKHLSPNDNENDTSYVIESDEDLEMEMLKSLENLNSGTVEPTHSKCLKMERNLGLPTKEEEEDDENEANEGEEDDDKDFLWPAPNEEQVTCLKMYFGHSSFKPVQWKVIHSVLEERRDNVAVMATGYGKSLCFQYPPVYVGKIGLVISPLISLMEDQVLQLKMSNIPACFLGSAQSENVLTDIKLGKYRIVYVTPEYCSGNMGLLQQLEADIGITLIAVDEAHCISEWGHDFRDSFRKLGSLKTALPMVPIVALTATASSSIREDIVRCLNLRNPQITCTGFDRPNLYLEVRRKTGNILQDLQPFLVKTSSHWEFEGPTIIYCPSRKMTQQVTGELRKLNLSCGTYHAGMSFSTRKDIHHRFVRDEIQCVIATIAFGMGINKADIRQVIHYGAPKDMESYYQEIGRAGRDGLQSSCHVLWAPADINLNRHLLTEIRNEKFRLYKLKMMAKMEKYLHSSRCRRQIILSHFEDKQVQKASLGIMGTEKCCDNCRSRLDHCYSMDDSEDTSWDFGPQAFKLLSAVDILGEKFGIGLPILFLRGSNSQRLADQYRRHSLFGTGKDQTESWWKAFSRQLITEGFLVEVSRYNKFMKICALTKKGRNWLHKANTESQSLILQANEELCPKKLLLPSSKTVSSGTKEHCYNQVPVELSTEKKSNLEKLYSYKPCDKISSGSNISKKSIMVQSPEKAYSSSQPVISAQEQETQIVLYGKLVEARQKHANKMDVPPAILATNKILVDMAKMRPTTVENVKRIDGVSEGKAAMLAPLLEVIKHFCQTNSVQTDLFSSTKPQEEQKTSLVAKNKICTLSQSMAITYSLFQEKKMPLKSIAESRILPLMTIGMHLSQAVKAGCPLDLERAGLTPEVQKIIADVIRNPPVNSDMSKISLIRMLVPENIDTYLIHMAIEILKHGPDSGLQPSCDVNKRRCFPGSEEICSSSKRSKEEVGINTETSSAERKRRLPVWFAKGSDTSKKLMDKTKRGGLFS
#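 Fluorescence dequenching readout, ex 525 nm/em 598 nm, kinetic mode: forked duplex DNA (100 nM final) with adjacent fluorophore and quencher unwound by WRN (20 nM final) with 2 mM ATP. Compound preincubation 15 min, room temperature.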
# EPAC1 ag: activates human EPAC1 exchange factor; O95398; EPAC1 agonist qHTS, biochemical assay; response scale: 100% = response to 6.5 mM cAMP; Potency, µM (highest dose often 154 µM), for inactives: at the highest dose activation, hits mostly activators; 360,000 compounds, 0.073% hits; AID 720707; note: potency is the fitted concentration of half-maximal effect; nearly all actives have a fitted effect of over 60% in size
#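 Read-out is the fluorescence drop as BODIPY-GDP leaves Rap1B (480 nm excitation, 540 nm emission), recorded every 5 minutes over 30 minutes. Reactions held 100 nM EPAC1, 250 nM Rap1B–BODIPY-GDP and 50 uM GDP, with 6.5 mM cAMP setting full activation.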
# PI5P4K alpha inh: inhibitors of human PI5P4K alpha; PI5P4Kalpha enzyme, ADP-Glo luminescence, 60 min; active compounds read low; 330,000 compounds, 1.2% hits; max response, %; active = max response of -50% or lower; inconclusive = between -30% and -50%; inactive = -30% or higher; note: value at the top dose of about 77 µM; % is set by controls: 0 for no effect and ±100 for the full control effect
#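 Controls without substrate or without enzyme flank wells where PI5P4Kalpha converts substrate using 5 microM ATP (final). Incubation lasts 60 minutes at room temperature; ADP formed is read by ADP-Glo luminescence.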
# Active calls of the source: *; ? = inconclusive; . = not tested or not shown; [ ] = another dose, or the depositor's remark. Unless noted, calls come from the whole dose curve; as a rule, active = well fitted curve in the direction sought with a large enough effect; inconclusive = small, poorly fitted or top-dose-only effect, or another doubt; inactive = no such curve, though single readings can be large; an effect the other way counts as inactive or inconclusive. This is a random part of the collection, and some 4.1% of all compounds hit somewhere here.
compound | FUS yeast rescue | PLK1 PBD block | IL-2 act | EPAC1 antagonist | Abeta yeast res | WRN helicase inh | EPAC1 ag | PI5P4K alpha inh
CCCCOc1ccc(C(=O)Nc2ccc3c(c2)C(=O)NC3=O)cc1 | -2% | -6% | 0.9 | ? | -5% | -2% | -7% | -9
S=C(Nc1ccccc1)N1CCCN1c1ccccc1 | 3% | -7% | 0.1 | -3% | 27% | -4% | 10% | 6
O=C(CSc1nc(-c2ccccc2)nc2c1Cc1ccccc1O2)Nc1ccc(C(=O)O)cc1 | 23% | 21µM* | 14 | ? | -8% | ? | 17% | -63*
COc1ccc(N(C)S(=O)(=O)c2cccc(C(=O)NC3CCCC(C)C3C)c2)cc1 (stereo not given) | 17% | -1% | -3.2 | 3% | 14% | 1% | 8% | 10
CC(C)(C)c1ccc(C(=O)c2c[nH]c(C(=O)NCc3cccnc3)c2)cc1 | 21% | -8% | -2.7 | 20% | -13% | -11% | 2% | -6
CC1CCN(C(=O)COC(=O)/C=C/c2ccc([N+](=O)[O-])cc2)CC1 | 10% | 0% | -0.5 | -5% | 1% | -3% | 2% | 1
C/C(=N\NC(=S)NCc1ccccc1)c1ccc(C(C)(C)C)cc1 | . | -7% | -0.3 | ? | ? | -23% | 2% | 27
CCN(CC)S(=O)(=O)c1ccc(N/N=C/c2cccnc2)nc1 | -20% | -3% | 0.0 | 0% | 7% | 1% | -1% | 2
COc1ccc(CC(=O)Nc2cc(S(=O)(=O)N3CCCCC3)ccc2C)cc1 | ? | -2% | -0.6 | 15% | 9% | -2% | 4% | 4
O=C(NCC(F)(F)F)c1ccc2sc([C@H]3C[C@H](O)[C@@H](CO)O3)nc2c1 | -26% | -14% | -0.7 | -12% | -7% | -6% | 14% | -2
Cc1ccn2cc(-c3cccc(NC(=O)C(C)C)c3)nc2c1 | 9% | 21µM* | -0.9 | 6% | -6% | 3% | 11% | -8
COc1ccc(CC(=O)N2CCCc3ccccc32)cc1 | 25% | -22% | -2.1 | 6% | -3% | 9% | -18% | 0
Cc1ccc(C2C3=C(CCCC3=O)Nc3[nH]c(=S)[nH]c(=O)c32)cc1 (stereo not given) | ? | ? | -3.1 | 12% | -10% | 4% | 3% | .
COc1ccc(Br)cc1CN(C)C(=O)c1ccncc1 | -9% | -6% | -0.9 | 20% | 3% | 6% | 7% | -4
CCOc1ccc(Cc2nc(C)c(CC(=O)N3CCCCC3)c(=O)[nH]2)cc1 | -4% | -3% | 0.4 | 0% | 1% | 8% | -5% | -2
COc1cc(C(=O)NC2=C(C#N)CCC2)cc(OC)c1OC | -11% | -7% | -1.4 | -3% | -12% | 5% | -1% | 1
COc1ccccc1NC(=O)NCC(=O)Nc1c(C)cccc1C | 0% | -5% | 0.3 | -13% | 8% | 3% | -2% | -2
CC1CN(c2nc3ccccn3c(=O)c2/C=C(\C#N)C(N)=O)CC(C)O1 (stereo not given) | 1% | -5% | -0.5 | 4% | 3% | -2% | 3% | -9
Cn1nnnc1SCc1ccc(Cl)cc1 | -16% | 0% | 1.5 | -1% | -14% | -3% | -2% | -13
COc1ccc(-c2csc3ncn(-c4ccc(C)cc4)c(=O)c23)cc1OC | 11% | -3% | -2.7 | -27% | 3% | -9% | 0% | 7
C#CC[N+]1(CC#Cc2cccc(C)c2)CCCCC1 | -4% | -6% | 2.1 | -8% | 1% | 5% | 3% | -10
CN1CCN(c2ccc(C(F)(F)F)cc2NC(=O)Nc2ccccc2)CC1 | -20% | -5% | 2.2 | -10% | -12% | -2% | -12% | 12
O=C(COC(=O)c1ccc([N+](=O)[O-])o1)Nc1ccc2c(c1)OCO2 | 6% | 2% | -0.9 | -16% | -74%[inhibitor] | -16% | -4% | -22
CC(C)CNC(=O)c1ccc(Cl)c(Cl)c1 | 9% | -4% | 3.2 | 6% | 23% | 3% | -1% | -6
CSCCC(NS(=O)(=O)c1ccc(C)cc1)C(=O)N1CCCC1 (stereo not given) | 13% | -4% | 0.7 | 5% | 7% | 10% | -2% | 3
O=C(Cn1ccc(C(F)(F)F)n1)N/N=C/c1ccc(N2CCOCC2)cc1 | 4% | ? | 1.2 | -4% | -21% | 7% | -15% | 6
CS(=O)(=O)c1ccc(C(=O)NNC(=O)c2cccs2)cc1 | -14% | -1% | -0.1 | -28% | 9% | 2% | 9% | -3
CCc1cccc2c(C(=O)COC(=O)c3nccnc3N)c[nH]c12 | ? | -3% | 1.8 | -19% | 14% | -15% | ? | ?
CCc1nnc(NC(=O)CSc2nnc(-c3ccc(S(=O)(=O)N(CC)CC)cc3)n2CC)s1 | 16% | 1% | -0.4 | -2% | -3% | -2% | 0% | 7
CC(Sc1nnc(-c2ccccc2F)n1C1CC1)C(=O)NCc1ccco1 (stereo not given) | -3% | 2% | 0.3 | -7% | 0% | 1% | -4% | 1
O=C(/C=C/c1cc(Br)ccc1O)c1ccco1 | 12% | 27µM* | -2.0 | -12% | -93%[inhibitor] | -29% | 11% | -14
COc1ccc(CNC(=O)COC(=O)[C@@H]2CCCN2C(=O)c2cccs2)cc1 | 11% | 2% | -0.4 | -2% | -2% | 7% | 5% | 3
Cn1c(CSCc2ccc(Cl)cc2)nnc1SCC(=O)Nc1nccs1 | -17% | 2% | -1.7 | 2% | 2% | -3% | 0% | .
CCCN=C1N(CC)C[C@@H]2[C@@H]3C(=O)N(Cc4ccccc4)C(=O)[C@@H]3[C@](Cc3ccccc3)(C(=O)OC)N12 | -5% | -23% | 0.3 | -6% | 4% | 2% | -2% | -1
O=C(NCCCn1ccnc1)c1cc(C2CC2)on1 | -24% | 0% | -3.8 | 3% | -5% | 4% | -10% | 0
CCN1CCN(C(=O)C2CC(c3ccc(F)cc3)=NO2)CC1 (stereo not given) | -27% | -7% | 0.4 | -29% | -7% | 3% | 4% | 0
COc1cc(NC(=O)c2cccnc2)c(OC)cc1NC(=O)c1ccc(Br)cc1 | 29% | 4% | -0.2 | 5% | 14% | -6% | 3% | 0
Cc1ccccc1OCc1nc2c3c(ncn2n1)-c1ccccc1CC31CCCC1 | . | 0% | 3.7 | 23% | 2% | 4% | -7% | 3
CC1CCN(c2ccc3c(c2)S(=O)(=O)c2cccc(C(=O)NCc4cccc(F)c4)c2C3=O)CC1 | 5% | ? | 20 | 62%[activator] | -2% | ? | 100µM* | -3
CC(=O)c1ccc(NC(=S)Nc2cccc(S(=O)(=O)Nc3c(C)n(C)n(-c4ccccc4)c3=O)c2)cc1 | 16% | 24µM* | 0.1 | 7% | -9% | 2% | 14% | 0
COc1cccc(NC(=O)CSc2nnc(Cc3cccs3)n2-c2ccc(C)cc2)c1 | ? | -7% | 3.6 | -14% | 2% | -12% | 15% | .
CCOC(=O)c1ccc(S(=O)(=O)N2CCN(C(C)=O)CC2)cc1 | 6% | -19% | 0.6 | -1% | 4% | -2% | -5% | 2
CCn1cc(C(=O)NCCOC)c(=O)c2ccc(C)nc21 | -11% | 0% | -1.5 | 0% | 3% | 3% | 6% | -8
CCOC(=O)c1oc2cc(O)cc(O)c2c(=O)c1OCc1ccccc1 | -5% | -5% | 0.2 | -11% | -11% | 3% | -17% | 1
CCOC(=O)C1=C(COC(=O)COc2ccc(OCC)cc2)NC(=O)NC1C (stereo not given) | -5% | -3% | -4.1 | 4% | 25% | 2% | -1% | -8
O=C(Nc1cccc(S(=O)(=O)N2CCCCC2)c1)c1ccc([N+](=O)[O-])o1 | 28% | -6% | 1.2 | -5% | -27% | -3% | 4% | 5
Cc1ccc(C)c(C(=O)N2CCN(c3ncccn3)CC2)c1 | -29% | -12% | -3.7 | -26% | -1% | -8% | 2% | 1
Cc1nnc(SCC(=O)Nc2cccc(C(F)(F)F)c2)[nH]c1=O | -26% | -2% | -0.2 | -1% | 6% | 1% | 6% | 5
Cn1c(N)c(S(=O)(=O)N2CCCC2)c(=O)n(C)c1=O | -30% | -2% | 0.4 | -3% | 2% | 2% | 7% | 8
COC(=O)c1ccc(CSc2nnc(Nc3ccc(OC)cc3)s2)o1 | 10% | -11% | -1.9 | -19% | 22% | -6% | 6% | -6
COc1ccc([C@H]2C[C@H](O)[C@@H](n3cc(COC(=O)c4ccccc4)nn3)CN2C(=O)C2CCCCC2)cc1 | ? | 1% | -2.4 | ? | 4% | -9% | -3% | 11
COCC(C)NC(=O)C1CC(=O)N(CCc2ccc(F)cc2)C1 (stereo not given) | -18% | -7% | -1.1 | -5% | -4% | 9% | -9% | -5
CC(=O)N1CCN(S(=O)(=O)c2ccc(S(=O)(=O)NC3CC3)cc2)CC1 | 28% | -2% | -4.8 | 18% | -16% | -15% | 2% | .
CCN1CCN(S(=O)(=O)c2ccc(Cl)c(C(=O)NC3CCC(C)CC3)c2)CC1 (stereo not given) | 2% | -5% | 1.8 | -5% | -13% | 1% | 8% | 2
O=[N+]([O-])c1cn(-c2nc(-c3ccco3)cc(C(F)(F)F)n2)cn1 | -7% | 2% | 0.1 | 0% | 18% | -1% | 1% | -2
CC(C)[C@H](NC(N)=O)C(=O)Nc1ccc(F)c(Cl)c1 | 13% | 3% | -1.1 | 14% | -9% | -2% | -1% | 2

# The results go on:
compound | FUS yeast rescue | PLK1 PBD block | IL-2 act | EPAC1 antagonist | Abeta yeast res | WRN helicase inh | EPAC1 ag | PI5P4K alpha inh
N/C(=N\N=C\c1cccc([N+](=O)[O-])c1)c1nonc1N | -15% | 0% | 0.2 | -13% | -13% | 7% | 6% | 3
Cc1cc(C(=O)N2CCN(S(=O)(=O)c3ccccc3)CC2)c(C)o1 | 17% | -5% | -0.6 | 4% | 9% | 8% | -25% | 3
CCCOc1cccc(C(=O)NC(=S)Nc2ccc(N3CCN(C)CC3)cc2)c1 | 14% | -16% | -4.9 | -18% | -10% | 2% | -10% | 1
CCOC(=O)C1(Cc2ccc(Cl)cc2)CCN(C(=O)c2ccoc2)CC1 | 18% | -5% | -0.4 | 4% | ? | -2% | -4% | 1
CCOC(=O)C1=C(c2ccccc2)NC(=O)NC1c1ccc(OC)cc1OC (stereo not given) | -8% | -4% | 0.7 | -7% | -14% | -1%[57.1 µM] | 9% | 0
CCCNC(=O)C1(CC2CC(c3ccccc3)=NO2)CCN(C(=O)C2(C)CC2)CC1 (stereo not given) | -5% | 1% | -1.4 | 3% | 4% | -1% | 7% | 2
Cc1nc2c(C)cccn2c(=O)c1NC(=O)c1cccs1 | 3% | 9% | -0.4 | -8% | -1% | -7% | -2% | 7

# Compound activity: PubChem BioAssay, National Center for Advancing Translational Sciences (NCATS)
